# Source: PubChem
# LDHA inh: LDHA (human) enzyme inhibition. 480,000 tested, 0.15% active. activity change, % (values are at about 110 or 230 µM). purified LDHA, NADH/diaphorase-resazurin fluorescence; hits give low values. P00338; in the data active = activity change below about -30%; inconclusive = mostly about -25% to -30%;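 also: plate controls were DMSO wells for no effect and wells without enzyme for full effect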
#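 LDH5 2 nM; NADH 0.06 mM, pyruvate 0.2 mM; 200 mM Tris pH 7.4, EDTA, Tween-20; 5 min RT. Detection: diaphorase 0.133 mg/mL + resazurin 37 µM, fluorescence ex540/em590 at 0 and 20 min; normalized to enzyme-free and DMSO wells.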
# GRP78 ERSR act: inducers of ER stress response in human glioma cells; 420,000 tested, 0.02% active; Potency, µM, for the others: at the top dose activation, actives largely listed as activators; U87-MG GRP78 promoter luciferase reporter, 16 h; AID 602332; also: potency is read from the fitted curve at half-maximal effect; series mostly up to about 76 µM; % of control where 0% means no effect; nearly all actives have a fitted effect of over 35% in size
#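 ERSR induction read as luciferase luminescence (Bright-Glo, 10 min at room temperature) in stably transfected human U87-MG glioma cells exposed to compounds for 16 h, using GRP78 as sensor.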
# TrxR1 substrate: substrates of rat thioredoxin reductase 1 | purified TrxR1 substrate turnover, NADPH consumption readout | Potency, µM (series often up to 114 µM), for the others: top-dose activity change, negative = substrate turnover | 390,000 tested, 0.01% active | AID 588456; also: potency is read from the fitted curve at half-maximal effect; % is scaled to controls: 0 for no effect and ±100 for the full control effect; nearly all actives have a fitted effect of over 50% in size
# Target sequence (O89049 whole entry, looked up): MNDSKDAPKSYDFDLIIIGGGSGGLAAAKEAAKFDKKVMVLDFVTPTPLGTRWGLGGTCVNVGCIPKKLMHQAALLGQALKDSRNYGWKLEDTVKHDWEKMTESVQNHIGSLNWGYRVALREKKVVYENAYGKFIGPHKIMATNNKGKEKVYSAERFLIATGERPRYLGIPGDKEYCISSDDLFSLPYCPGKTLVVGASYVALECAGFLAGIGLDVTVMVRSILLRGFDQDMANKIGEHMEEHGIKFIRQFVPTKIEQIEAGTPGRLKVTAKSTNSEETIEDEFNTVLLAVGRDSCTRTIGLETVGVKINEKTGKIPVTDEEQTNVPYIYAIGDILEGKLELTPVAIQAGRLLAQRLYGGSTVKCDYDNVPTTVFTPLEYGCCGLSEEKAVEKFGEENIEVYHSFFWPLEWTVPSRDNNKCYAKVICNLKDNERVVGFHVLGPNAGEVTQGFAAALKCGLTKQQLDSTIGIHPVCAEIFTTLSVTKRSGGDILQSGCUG
#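 Rat TrxR1, dispensed at 90 nM, was prereduced with 400 uM NADPH (final) for 5 min at ~22 deg C, then incubated with compound 15 min before 400 uM selenite. A first-read NADPH fluorescence drop versus no-compound background flagged substrates.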
# RXFP1 ag: RXFP1 (human) receptor agonism; HEK293T-RXFP1 cAMP TR-FRET, 30 min; response scale: percent of porcine relaxin response, buffer zero; Potency, µM (top dose mostly 57.5 µM), for the others: at the highest dose activation, most hits filed as activators; 370,000 tested, 0.3% active; AID 2676; also: potency is read from the fitted curve at half-maximal effect; % is scaled to controls: 0 for no effect and ±100 for the full control effect; nearly all actives have a fitted effect of over 60% in size; many of its hits are not listed in these tables
#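 cAMP rise read by TR-FRET after 30 min, 37C compound exposure (up to 58 uM) in RXFP1-transfected HEK293 cells with Ro 20174 present. EC50 from Hill-equation fits, with 29 nM porcine relaxin as 100% and buffer as basal.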
# Vif-APOBEC3F blk: inhibitors of Vif-A3F interaction. HeLa A3F-eYFP + Vif (tagged APOBEC3F with the HIV-1 protein that degrades it), YFP fluorescence increase. Potency, µM (titrated, usually from 46.1 µM), without a hit: top-dose activity, negative = active. 390,000 tested, 0.2% active; also: potency is read from the fitted curve at half-maximal effect; % of control where 0% means no effect; nearly all actives have a fitted effect of over 65% in size
#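 HeLa cells stably expressing A3F-eYFP plus Vif, plated and incubated overnight at 37 deg C, then exposed to compounds overnight at 37 deg C. Blocked degradation read as raised yellow fluorescence (Ex 488/Em 500-530).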
# PI4K2A inh: inhibitors of human PI4K2A; 420,000 tested, 0.13% active; Q9BTU6; activity change, negative = inhibition, % at 76.9 µM; purified PI4K2A, ADP-Glo luminescence, 1 h; hits give low values; AID 1346378; in the data active = activity change below about -50%; inconclusive = mostly about -30% to -49%;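 also: -100% = wells without enzyme as full effect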
#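 In this quantitative HTS, ADP production by PI4K2A was quantified luminescently after 1 h at ambient temperature; 100 microM adenosine served as plate-quality control.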
# USP1-UAF1 inh: USP1/UAF1 (human) deubiquitinase inhibition. O94782. recombinant USP1/UAF1, Ub-Rhodamine cleavage fluorescence. Potency, µM (titrated, usually from 57.1 µM), inactives show top-dose activity change, negative = inhibition, usual class: inhibitors. 390,000 tested, 0.23% active. AID 743255; also: potency is read from the fitted curve at half-maximal effect; % is scaled to controls: 0 for no effect and ±100 for the full control effect; nearly all actives have a fitted effect of over 60% in size; inactives centre near -12
#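 USP1/UAF1 complex (1 nM) preincubated 15 min at room temperature with compound, then Ub-Rho substrate (150 nM final) added. Kinetic fluorescence at 480/540 nm over 6 reads at 60 s intervals; 50 mM HEPES pH 7.8, 0.5 mM EDTA, 0.1 mg/ml BSA, 1 mM TCEP, 0.01% Tween-20.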
# mIDH1 inhibitor: inhibitors of human mutant IDH1 R132H | AID 602179 | O75874 | IDH1-R132H enzyme, NADPH consumption, diaphorase/resazurin fluorescence | Potency, µM (titrated, usually from 76.6 µM), for the others: at the top dose activity change, negative = inhibition, hits mostly inhibitors | 390,000 tested, 0.093% active; also: potency is read from the fitted curve at half-maximal effect; % is scaled to controls: 0 for no effect and ±100 for the full control effect; nearly all actives have a fitted effect of over 65% in size
# Target sequence (O75874 whole entry R132H, stated change not applied): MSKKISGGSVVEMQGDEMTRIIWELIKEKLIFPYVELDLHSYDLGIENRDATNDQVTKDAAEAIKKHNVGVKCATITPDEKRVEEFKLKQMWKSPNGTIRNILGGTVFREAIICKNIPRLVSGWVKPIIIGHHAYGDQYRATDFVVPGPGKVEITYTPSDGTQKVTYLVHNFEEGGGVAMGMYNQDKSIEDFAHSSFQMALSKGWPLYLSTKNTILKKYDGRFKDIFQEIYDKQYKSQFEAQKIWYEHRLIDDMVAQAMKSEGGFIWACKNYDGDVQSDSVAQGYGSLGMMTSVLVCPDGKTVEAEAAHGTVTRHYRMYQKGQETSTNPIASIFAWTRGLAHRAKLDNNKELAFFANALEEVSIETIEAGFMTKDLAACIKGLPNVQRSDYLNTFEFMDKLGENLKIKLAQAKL
#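 IDH1-R132H (0.5 ug/mL) preincubated 30 min with compound, then NADPH (0.016 mM) and alpha-KG (2 mM) added; 80 min at RT, pH 7.5. Remaining NADPH coupled via diaphorase/resazurin to fluorescence (540/590 nm); concentration-response curves normalized to no-enzyme control.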
# Vif-APOBEC3G blk: blocks the Vif interaction with human APOBEC3G. HeLa A3G-eYFP + Vif (tagged APOBEC3G with the HIV-1 protein that degrades it), YFP fluorescence, overnight. Q9HC16. Potency, µM (titrated, usually from 46.1 µM), inactives show top-dose activity, negative = active, hits mostly inhibitors. 410,000 tested, 0.076% active;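 also: potency is read from the fitted curve at half-maximal effect; % is scaled to controls: 0 for no effect and ±100 for the full control effect; nearly all actives have a fitted effect of over 60% in size; hits raise eYFP signal because A3G escapes Vif-driven loss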
#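 HeLa cells stably expressing Vif and C-terminally eYFP-tagged A3G, seeded overnight at 37 deg C, then exposed to compound by pintool overnight at 37 deg C. Rise in yellow fluorescence (Ex 488/Em 500-530, Acumen) marks blocked Vif-driven A3G degradation.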
# Active calls of the source: *; u = inconclusive; x = no result given; & = joins results of further samples; [ ] = dose if it differs, or a comment. Unless noted, calls follow the shape of the dose curve; as a rule, active = well fitted curve in the direction sought with a large enough effect; inconclusive = small, poorly fitted or top-dose-only effect, or another doubt; inactive = no such curve, though single readings can be large; an effect the other way counts as inactive or inconclusive.
# Abbreviations – A = LDHA inh; B = GRP78 ERSR act; C = TrxR1 substrate; D = RXFP1 ag; E = Vif-APOBEC3F blk; F = PI4K2A inh; G = USP1-UAF1 inh; H = mIDH1 inhibitor; I = Vif-APOBEC3G blk
CCc1ccc(/C(C)=N/NC(=O)CNC(=O)/C=C/c2ccccc2OC)cc1
  A: -10	B: -3%	C: 1%	D: 1.9%	E: -15%	F: -3	G: -10%	H: -12%	I: -11%

O=C(CCn1nc(-c2ccc(Cl)cc2)c2ccccc2c1=O)Nc1cccnc1
  A: -8	B: -4%	C: 0%	D: -0.1%	E: 10%	F: 1	G: -19%	H: -3%	I: 0%

CC(=O)c1ccc(Cc2ccccc2)cc1
  A: -12	B: -3%	C: 3%	D: 2.4%	E: -2%	F: -3	G: u	H: -6%	I: -1%

Cc1ccc(S(=O)(=O)N2CCCC2CNC(=O)C(=O)NCCN2CCOCC2)cc1 (configuration not stated)
  A: -3	B: -7%	C: 7%	D: -1.2%	E: 6%	F: -2	G: -20%	H: 6%	I: 0%

O=C(CSc1nnc(CNc2ccc(F)cc2)n1Cc1ccccc1)N1CCOCC1
  A: 0	B: -7%	C: -7%	D: 2.6%	E: 6%	F: -1	G: -13%	H: 1%	I: -2%

CC[C@@]1(C(=O)OC)N[C@H](CN(C)S(=O)(=O)c2ccc(OC)cc2)[C@@H]2C(=O)N(C)C(=O)[C@@H]21
  A: 0	B: -5%	C: 0%	D: x	E: 4%	F: 2	G: -17%	H: 0%	I: 1%

Cc1ccc2c(c1)NC(=O)C(CC(=O)Nc1ccc(Br)c(C)c1)O2 (configuration not stated)
  A: -3	B: 2%	C: -3%	D: 0.0%	E: 1%	F: -2	G: -7%	H: -2%	I: -6%

CCOC(=O)c1c(C)n(-c2ccc(OC)cc2)c2ccc(OC(=O)COc3ccccc3)cc12
  A: -4	B: -4%	C: 7%	D: 0.5%	E: -3%	F: 8	G: u	H: -2%	I: -19%

CN(C)Cc1cc(C(C)(C)c2ccccc2)ccc1O
  A: -3	B: -3%	C: 0%	D: x	E: 16%	F: 3	G: -10%	H: -2%	I: 1%

Cc1ccc(CC2CC(=O)N(c3nc4ccccc4s3)C2=O)cc1 (configuration not stated)
  A: -3	B: -2%	C: 1%	D: -0.2%	E: 3%	F: 1	G: -8%	H: -10%	I: 1%

Cc1cc2c(c(=O)n1CCN(C)C)C(c1ccncc1)C(C#N)=C(N)O2 (configuration not stated)
  A: -2	B: -3%	C: 99%[activator]	D: -0.1%	E: 3%	F: -5	G: -5%	H: 0%	I: 0%

COc1ccc(Cc2nnc(SCC(=O)Nc3cc(Cl)ccc3OC)[nH]c2=O)cc1
  A: -8	B: 2%	C: -6%	D: -0.1%	E: -15%	F: 2	G: -14%	H: 0%	I: 0%

CCOC(=O)c1ccc(NC(=O)CN2CCN(c3ccccc3)CC2)cc1
  A: 1	B: 0%	C: -11%	D: 0.3%	E: 2%	F: 0	G: 0%	H: 13%	I: 1%

O=C(Nc1cccnc1)c1ccc(COc2ccccc2Br)cc1
  A: 0&11	B: -3%	C: -1%	D: -2.1%	E: -4%	F: -4	G: -25%	H: 3%	I: -27%

O=C(c1ccc2c(c1)OCO2)C1CCCN(C(=O)C2CCOCC2)C1 (configuration not stated)
  A: -2	B: -1%	C: 0%	D: -1.5%	E: 10%	F: -4	G: -9%	H: 5%	I: -9%

CC(=O)Oc1ccc(Cl)cc1CN(C(C)=O)C1CCCCC1
  A: -2	B: -7%	C: 11%[57.1 µM]	D: x	E: -5%	F: -9	G: 2%	H: 5%	I: -4%

Cc1ccc2c(C)cc(=S)[nH]c2c1
  A: 1&-9	B: -1%	C: -3%[57.1 µM]	D: 28µM*	E: 1%	F: -1	G: -23%	H: -5%	I: -7%

COc1ccc(N(CC(=O)Nc2cccc(C)c2)S(=O)(=O)c2ccc(C)cc2)cc1OC
  A: -6	B: -2%	C: -4%	D: 0.7%	E: 5%	F: 2	G: -10%	H: -3%	I: -1%

O=C(CNC(=O)c1ccccn1)N/N=C/c1ccccc1
  A: -12	B: -2%	C: 7%[57.1 µM]	D: -0.2%	E: -1%	F: 3	G: -6%	H: 0%	I: -3%

COc1ccc2[nH]c(=O)c(CNc3ccccc3C)cc2c1
  A: 41	B: 9%	C: 31%[activator]	D: 3.3%	E: -11%	F: -8	G: -26%	H: 12%	I: -11%

Cc1ccc(-c2ccc(/C=N/NC(=S)Nc3ccccc3)o2)cc1[N+](=O)[O-]
  A: 7	B: -6%	C: -1%	D: 2.4%	E: -17%	F: 1	G: -17%	H: 6%	I: -16%

CC(C)(C)CC(=O)NC(=S)NCc1ccccc1
  A: -1	B: 1%	C: 1%	D: 0.1%	E: u	F: -1	G: -15%	H: 0%	I: -3%

CCOC(=O)c1cc(-c2ccc(F)cc2)n(CC(=O)NC2CCCCCC2)c1C
  A: -19	B: -3%	C: 0%[57.1 µM]	D: -0.5%	E: -19%	F: -3	G: 8%	H: -16%	I: 1%

Cc1ccc(S(=O)(=O)N2CCOCC2)cc1NC(=O)COC(=O)CNC(=O)c1ccc(C(C)(C)C)cc1
  A: -5	B: 5%	C: -9%[57.1 µM]	D: 0.9%	E: -25%	F: 4	G: -11%	H: 10%	I: -6%

COC(=O)[C@@H](NC(=O)NC(C)CCc1ccccc1)C(C)C (some centres not stated)
  A: -7	B: -2%	C: -4%	D: 0.7%	E: 0%	F: -5	G: -14%	H: 10%	I: -1%

O=C(Cc1ccc(N2CCNC2=O)cc1)N1CCCC(Nc2ccc(F)c(F)c2)C1 (configuration not stated)
  A: 0	B: -2%	C: -5%	D: -1.1%	E: -4%	F: -2	G: -4%	H: -10%	I: u

Cc1cc(NC(=O)CCNS(=O)(=O)c2cc(Br)cnc2N)ccc1Br
  A: 4	B: -4%	C: -12%	D: -0.3%	E: -2%	F: -1	G: 0%	H: 10%	I: 0%

O=C(Nc1ccccc1)OCCN1CCOCC1
  A: -5	B: 0%	C: -11%	D: x	E: 3%	F: 0	G: -5%	H: -2%	I: 0%

Cc1cccc(N2CCN(C(=O)C3CCN(S(=O)(=O)Cc4ccccc4)CC3)CC2)c1C
  A: -7	B: -3%	C: -3%	D: -7.3%	E: -3%	F: -4	G: -15%	H: -10%	I: 2%

COc1ccc(Nc2cc(C(=O)NC3CCCC3)c3ccccc3n2)cc1
  A: -4	B: -4%	C: -3%	D: 15%	E: 0%	F: 2	G: -21%	H: -12%	I: 0%

O=S(=O)(NCc1cc(-c2ccccc2)no1)c1ccccc1
  A: -1	B: -1%	C: -3%	D: 0.5%	E: 21%	F: -1	G: -8%	H: 11%	I: -12%

COc1cccc2c1C(=N)c1c(O)c3c(c(O)c1C2=O)CC(O)(C(C)=O)CC3OC1CC(N)C(O)C(C)O1 (configuration not stated)
  A: 26	B: -8%	C: 3%[11.4 µM]	D: x	E: u	F: u	G: -26%	H: 10%	I: 5%

CN(C(=O)COC(=O)CNC(=O)c1ccccc1F)C1CCCCC1
  A: -7	B: -4%	C: 6%	D: 1.0%	E: -5%	F: 0	G: -7%	H: 6%	I: 0%

CCOc1ccc(CC(=O)NCCc2sc3nc(-c4ccc(F)cc4)nn3c2C)cc1
  A: -4	B: 4%	C: 5%[57.1 µM]	D: 2.0%	E: 0%	F: 3	G: u	H: -1%	I: 4%

COc1ccc2[nH]cc(C(=O)CNc3nccs3)c2c1
  A: 0	B: -5%	C: 6%	D: x	E: x	F: x	G: x	H: x	I: -1%

CCCCNC(=O)NNC(=O)COc1cccc(C)c1C
  A: -10	B: -5%	C: 10%[57.1 µM]	D: 1.8%	E: 6%	F: -3	G: -10%	H: 11%	I: -5%

CCN(CC)c1ccc(/C=N/NC(=O)c2cccc(N3CCCC3=O)c2)cc1
  A: 1	B: 3%	C: 0%[57.1 µM]	D: 4.9%	E: -8%	F: 6	G: -21%	H: 8%	I: -1%

Cc1c(C)n(Cc2ccccc2)c2ncnc(NCCCO)c12
  A: -3	B: -5%	C: -7%	D: 3.3%	E: 14%	F: 0	G: -6%	H: 0%	I: 2%

O=C1CN(C(=O)c2ccc(S(=O)(=O)N3CCCCC3)cc2)C(c2ccc(F)cc2)c2cc(F)ccc2N1 (configuration not stated)
  A: 0	B: -5%	C: 3%	D: -3.0%	E: 0%	F: 1	G: -23%	H: -11%	I: 0%

Clc1ccc(-c2cc(COc3ccccc3)no2)cc1Cl
  A: -6	B: 2%	C: 0%	D: 1.0%	E: 5%	F: 7	G: -18%	H: 1%	I: -9%

COc1ccc(/C=C/C(=O)NCC2COc3ccccc3O2)c(OC)c1 (configuration not stated)
  A: 2	B: 10%	C: -10%[57.1 µM]	D: -1.3%	E: 4%	F: 1	G: -8%	H: 4%	I: 0%

# Shown with values under each structure: part of the list above
# The line under a structure holds: LDHA inh	GRP78 ERSR act	TrxR1 substrate	RXFP1 ag	Vif-APOBEC3F blk	PI4K2A inh	USP1-UAF1 inh	mIDH1 inhibitor	Vif-APOBEC3G blk
- O=S(=O)(NCc1cc(-c2ccccc2)no1)c1ccccc1
    -1	-1%	-3%	0.5%	21%	-1	-8%	11%	-12%
- CN(C(=O)COC(=O)CNC(=O)c1ccccc1F)C1CCCCC1
    -7	-4%	6%	1.0%	-5%	0	-7%	6%	0%

# A portion of the library; count on the stated rates, not on these rows.
